BAZ2B inh: qHTS Assay for Inhibitors of BAZ2B. AlphaScreen BAZ2B-H3K14Ac peptide displacement. Potency, µM (series often up to 114 µM), without a hit: at the top dose activity change, negative = inhibition, hits mostly inhibitors. 4.4% of 360,000 active. AID 504333, 2011. Bromodomain adjacent to zinc finger domain protein 2B (Homo sapiens), Q9UIF8; further: on the % scale 0 is the no-effect control and ±100 the full control effect; nearly all actives have a fitted effect of over 60% in size
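AlphaScreen displacement: compounds (up to 110uM) incubated 30 min at room temperature with a preformed 50 nM BAZ2B/50 nM biotinylated H3K14Ac peptide complex in PBS pH 7.4 with Tween-20. Donor and acceptor beads at 10 ug/mL final added, 20 min light-protected before reading.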
APEX1 inh: qHTS Assay for Inhibitors of the Human Apurinic/apyrimidinic Endonuclease 1 (APE1); recombinant APE1, TAMRA/BHQ-2 abasic DNA cleavage fluorescence; DNA repair nuclease/redox regulator APEX1 (Homo sapiens), P27695; 0.35% of 350,000 active; Potency, µM (highest dose often 65.8 µM), without a hit: at the highest dose activity change, negative = inhibition, most hits filed as inhibitors;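 further: plate controls were vehicle for no effect and reference inhibitor for full effect; nearly all actives have a fitted effect of over 55% in size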
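Step 1: APE1 (0.75 nM) with compound, 15 min RT. Step 2: add 50 nM fluorophore/quencher THF duplex. Step 3: three fluorescence reads 60 s apart (525/598 nm); read 3 minus read 1 = reaction progress.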
POLB inh: qHTS Assay for Inhibitors of DNA Polymerase Beta; P06746; Pol beta primer extension/strand displacement, fluorescence kinetic; Potency, µM (series often up to 114 µM), for inactives: top-dose activity change, negative = inhibition, most hits filed as inhibitors; 1.3% of 340,000 active; further: on the % scale 0 is the no-effect control and ±100 the full control effect
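Enzyme-only controls used 10 nM Pol beta; buffer lacking enzyme served as negative control. Compound preincubated 15 min, then 50 nM substrate added; 0 and 10 min reads at room temperature.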
G9a block: qHTS Assay for Inhibitors of Histone Lysine Methyltransferase G9a; 8.8% of 350,000 active; G9a H3K9 monomethylation, AlphaScreen, 2 h; AID 504332, 2011; Histone-lysine N-methyltransferase EHMT2 (Homo sapiens), Q96KQ7; Potency, µM (series often up to 102 µM), for inactives: at the highest dose activity, negative = inhibition, usual class: inhibitors; further: on the % scale 0 is the no-effect control and ±100 the full control effect; nearly all actives have a fitted effect of over 75% in size
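AlphaScreen detection with an anti-monomethyl H3K9 antibody quantified product after a 2 h room-temperature reaction containing 500 nM biotinylated H3K9 peptide, 20 µM SAM and 20 nM enzyme, which had been preincubated 15 min with compound.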
POLI inh: qHTS for Inhibitors of Polymerase Iota | Pol iota fluorescent replication assay, 10 min | 1% of 390,000 active | Potency, µM (doses to about 115 µM), inactives show top-dose activity, negative = inhibition, hits mostly inhibitors
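Pol iota at 10 nM preincubated 15 min with compounds at room temperature; reaction started with fluorescent substrate, 50 nM final. Fluorescence read kinetically at 0 and 10 min; buffer-only wells as negative control.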
BLM helicase inh: qHTS Assay for Inhibitors of Bloom's syndrome helicase (BLM); RecQ-like DNA helicase BLM (Homo sapiens), P54132; recombinant BLM DNA unwinding, fluorescence dequenching; Potency, µM (titrated, usually from 56.1 µM), inactives show at the highest dose activity change, negative = inhibition, usual class: inhibitors; 0.2% of 350,000 active; AID 2528, 2010;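 further: plate controls were vehicle for no effect and no enzyme for full effect; nearly all actives have a fitted effect of over 35% in size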
POLK inh: qHTS for Inhibitors of Polymerase Kappa; DNA polymerase kappa (Homo sapiens), Q9UBT6; purified Pol kappa, fluorescent DNA synthesis assay, 10 min; Potency, µM (series often up to 107 µM), without a hit: at the highest dose activity, negative = inhibition, usual class: inhibitors; 0.53% of 400,000 active; AID 588579, 2011; further: on the % scale 0 is the no-effect control and ±100 the full control effect
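Kinetic fluorescence screen: compound preincubated 15 min RT with 10 nM enzyme; 50 nM substrate (final) initiates; reads at 0/10 min.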
Pol eta inh: qHTS for Inhibitors of Polymerase Eta; recombinant Pol eta, fluorescent DNA replication assay; Potency, µM (top dose mostly 114 µM), without a hit: at the highest dose activity change, negative = inhibition, most hits filed as inhibitors; 1.2% of 390,000 active; further: on the % scale 0 is the no-effect control and ±100 the full control effect
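Fluorescent replication assay: 50 nM final substrate added after a 15 min room-temperature compound preincubation with 10 nM enzyme. Signal taken at 0 min and again at 10 min.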
Apoferritin bind: qHTS Assay for Identification of Novel General Anesthetics; Ferritin light chain (Equus caballus), P02791; apoferritin/1-aminoanthracene competitive binding, fluorescence; Potency, µM (series often up to 77.5 µM), for the others: at the top dose activity change, negative = displacement, hits mostly inhibitors; 0.074% of 350,000 active; AID 485281, 2010; further: on the % scale 0 is the no-effect control and ±100 the full control effect; nearly all actives have a fitted effect of over 20% in size
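Concentration-response curves derived by four-parameter Hill fitting of normalized fluorescence, where compounds displaced 1-AMA from 10 uM horse apoferritin following a brief 10 min room-temperature incubation; propofol titration acted as positive control.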
* = called active by the depositor; ? = inconclusive; / = not tested or not shown; & = joins results of further samples; [ ] = dose if it differs, or a comment. The call rests on the fitted dose curve; in most records, active means well fitted curve in the direction sought with a large enough effect; inconclusive means small, poorly fitted or top-dose-only effect, or another doubt; inactive means no such curve, though single readings can be large; an effect the other way counts as inactive or inconclusive. Potency means the concentration at half of the fitted maximal effect.

SMILES | BAZ2B inh | APEX1 inh | POLB inh | G9a block | POLI inh | BLM helicase inh | POLK inh | Pol eta inh | Apoferritin bind
Cc1cc(C)c(C#N)c(SCC(=O)NN2CC(=O)N(c3ccccc3F)CC2=O)n1 | 11.0% | -3.3% | -1.9% | -15.6% | 18.4% | 2.6% | -8.1% | -3.8% | 44.4%[activator]
O=Cc1c(NC2CCCCC2)c2ccccc2[nH]c1=O | -4.3% | -10.4% | -10.0% | -3.3% | 98.5%[activator] | -1.4% | 6.1% | -14.2% | -9.2%
COc1ccccc1C(=O)NCCC(=O)NCC(c1ccc(F)cc1)N1CCOCC1 (stereo not drawn) | -3.7% | -10.2% | / | -2.2% | 17.9% | / | -1.0% | -4.6% | /
Cn1c(N)c(C(=O)COC(=O)/C=C/c2cccc(Br)c2)c(=O)n(C)c1=O | 2.8% | 7.2% | / | 9.7%[12.7 µM] | 46.7%[activator] | / | -14.3% | -0.7% | /
C/C(=N\NC(=O)c1ccncc1)c1cccc(NC(=O)c2ccc(C(C)(C)C)cc2)c1 | 1.9% | -22.8% | 11.5% | 1.1%[12.7 µM] | -10.2% | -18.4% | 4.1% | -20.5% | ?
Cc1ccc(C2(c3noc(CN(C)Cc4cnn(C)c4)n3)CCCC2)cc1 | -17.8% | 10.2% | 9.5% | ? | 13.6% | -9.4% | -10.4% | 3.0% | -5.6%
CCCSc1ncc(Cl)c(C(=O)Nc2sc3c(c2C(N)=O)CCCC3)n1 | -2.3% | / | -2.8% | 1.1%[59 µM] | 1.2%&16.5% | 5.3% | -21.4%&-22.4% | / | -3.1%
N#C/C(=C\c1cccs1)C(=O)Nc1nccs1 | 50.1µM* | -2.1% | ? | 10.4%[12.7 µM] | ? | -10.2% | -10.9% | -16.7% | -14.2%
CCN1CCC(N(Cc2ccc3c(c2)OCO3)C(=O)Nc2ccccc2OC)CC1 | -0.7% | / | 30.9% | -10.8%[59 µM] | 5.0% | -5.6% | 1.3% | -7.2% | -0.1%
CCc1cccc(C)c1NC(=O)COCc1cc(-c2ccc3c(c2)OCO3)on1 | -0.4% | / | -4.1% | -24.5%[59 µM] | 8.7% | -0.6% | -12.3% | -3.9% | 49.2%[activator]
CSc1nc2c(c(=O)[nH]1)C(c1ccccc1Cl)CC(=O)N2 (stereo not drawn) | -13.2% | -0.1% | 18.6% | 4.1% | 30.0% | -3.1% | 3.0% | -2.6% | 0.3%
Fc1ccccc1Nc1nc(N2CCOCC2)nc(N2CCOCC2)n1 | 0.6% | -14.3% | ? | 13.9% | 5.9% | -0.1% | 2.0% | 2.1% | -1.1%
COCc1cc(=O)[nH]c(-c2ccc(C(F)(F)F)cc2)n1 | 1.2% | 0.9% | 26.3% | -3.9% | -6.0% | 0.8% | -4.6% | 5.5% | -17.6%
Nc1cc(=O)nc(SCC(=O)Nc2ccc(F)cc2)n1-c1ccc(Cl)cc1 | -15.8% | / | 10.8% | 5.8%[59 µM] | 5.7% | -2.4% | 0.3% | -15.8% | -10.3%
COCCNc1nc2sc3c(c2c(=O)n1Cc1ccco1)CCCCC3 | -20.0% | 0.2% | 1.4% | ? | 10.3% | -2.0% | 2.2% | -16.9% | -3.9%
COc1ccccc1NC(=O)c1ccccc1NS(C)(=O)=O | -4.6% | 3.4% | 19.1% | -1.5%[12.7 µM] | -0.7% | -2.3% | -3.1% | -19.0% | -9.0%
CCN1CCN(C(=O)c2ccccc2N(Cc2ccccc2)S(C)(=O)=O)CC1 | 2.2% | 3.0% | 0.9% | ? | -2.0% | -0.6% | 3.9% | -8.0% | -6.6%
CC(C)C(NC(=O)C1CCCCC1)C(=O)N1CCN(c2ccc(F)cc2)CC1 (stereo not drawn) | -4.8% | -1.4% | 3.5% | 3.4% | 5.3% | 1.9% | -12.9% | -1.8% | -12.1%
O=C(O)CCC/C=C\C[C@@H]1[C@@H](/C=C/[C@@H](O)COc2cccc(Cl)c2)[C@H](O)C[C@@H]1O | 9.8% | -1.6%&-0.4%&-1.3%&-1.6%&1.5% | 8.3% | 2.3%[12.7 µM] | 23.3% | -0.1%&-10.3%&-5.1%&3.2%&0.1% | 1.3%[19.4 µM] | -1.2% | 36.0%&1.9%&2.8%&-0.8%[activator]
CCC(C)NC(=O)C1=CC(c2ccc3c(c2)OCO3)=NS(=O)(=O)N1C (stereo not drawn) | -8.9% | / | 6.5% | -5.8%[59 µM] | 45.3%[activator] | -0.9% | -10.8% | -13.1% | -9.7%
Cc1ccc(C(=O)Nc2ccc(F)c(S(=O)(=O)N3CCOCC3)c2)s1 | / | 1.7% | / | / | -8.0% | / | -12.4% | -8.0% | /
O=C1c2ccccc2C(Nc2ccc(Cl)cn2)N1c1cccnc1 (stereo not drawn) | 5.9% | 1.2% | 25.9% | ? | 36.1%[activator] | 2.6% | 9.9% | -1.6% | -5.6%
O=C(NCc1ccccc1)c1ccc(NC(=O)N2CCSc3ncccc32)cc1 | -9.8% | / | -6.6% | -29.4%[59 µM] | 13.8% | -0.9% | -18.0% | -4.3% | ?
CC(=O)N1CCN(c2ccc([N+](=O)[O-])c(-n3nc(C)cc3C)c2)CC1 | -4.8% | -2.8% | 1.3% | 24.8%[59 µM] | -3.0% | 1.3% | -13.6% | -14.1% | -17.0%
C[C@H]1COC(=O)[C@@H](Cc2ccc(F)cc2)C/C=C\C[C@@H](CC(=O)NCCO)C(=O)N1 | / | -23.8% | / | / | -15.2% | / | 4.2% | 2.3% | /
Cc1ccc(S(=O)(=O)CC(=O)N2CCN(c3ccc([N+](=O)[O-])cc3)CC2)cc1 | / | -9.4% | / | / | 1.6% | / | -11.5% | -14.3% | /
Cc1ccc(NC(=O)CSc2nnc(CNC(=O)c3ccco3)n2C)cc1C | 4.3% | 15.5% | / | -0.1% | 30.8%[activator] | / | -2.0% | -20.3% | /
Cc1nc(-c2cccc(NS(C)(=O)=O)c2)cs1 | 7.0% | 5.7% | 7.7% | -4.5%[12.7 µM] | 8.9% | -0.5% | 1.2% | 6.4% | -5.4%
COc1ccc(CN(CC(=O)NC2CCCCC2)C(=O)CCCC(=O)Nc2ccccn2)cc1 | -15.1% | 0.3% | -6.9% | 29.9% | 22.5% | -4.5% | 2.7% | -3.6% | -7.4%
COc1ccc2c(c1)C(=O)CCC2c1ccccc1 (stereo not drawn) | 56.2%[activator] | -6.6% | -6.8% | / | -7.0% | -0.3% | -0.5% | -11.7% | -14.0%
O=C(O)c1ccccc1C(=O)N1CC=C(c2ccccc2)CC1 | 9.0% | -4.5% | 2.9% | ? | ? | 1.3% | 6.7% | -11.7% | -12.9%
O=C(CCSc1ccc(Cl)cc1)NC1CCCCC1 | 5.3% | -6.7% | 5.9% | 6.4%[12.7 µM] | 17.6% | 1.7% | -12.4% | -11.1% | -15.3%
COc1cccc(NC(=S)NC(=O)/C=C/c2ccc(F)cc2)c1 | 8.3% | -0.9% | 26.2% | -2.9%[0.501 µM] | -5.9% | 1.0% | 0.6% | -8.2% | -5.5%
Cc1ccc(SC2CC(=O)N(c3ccc4c(c3)OCCO4)C2=O)cc1 (stereo not drawn) | -23.0% | 6.9% | 39.3% | ? | 31.0%[activator] | -5.7% | 7.7% | -14.4% | -20.6%
COc1ccc(-n2ccnc2SCC(=O)NCc2ccco2)c(OC)c1 | -30.9% | -6.5% | -21.9% | ? | 38.6%[activator] | -4.9% | -10.4% | -11.5% | -7.7%
O=C(CCN1C(=O)c2ccccc2S1(=O)=O)Nc1ccc(F)cc1F | -23.8% | 24.5% | 28.6% | 9.0% | -1.0% | -0.2% | -2.4% | -21.9% | -6.7%
Nc1nonc1-n1nnc(C(=O)N/N=C/c2ccncc2)c1-c1cccs1 | -3.1% | -6.4% | 0.3% | -5.2% | 42.9%[activator] | -3.8% | -9.2% | -7.1% | -4.7%
COc1cc(NC(=S)NC(=O)C(C)C)ccc1NC(=O)c1cc2ccccc2o1 | -13.3% | 3.5% | 21.4% | ? | -9.7% | -3.2% | -4.1% | -6.7% | -5.2%
Cc1ccc(S(=O)(=O)Nc2cnc3ccccc3c2)cc1 | -0.5% | 0.5% | -0.6% | 4.5% | -4.8% | -3.7% | 4.5% | -14.8% | -15.9%

Only part of the results is shown, so the mix of outcomes need not match the whole.
